High-throughput results deposited in PubChem by several laboratories.
Hsp70 activator – Hsp70 transcriptional activators, primary screen, cell-based, HeLa, Hsp70 promoter luciferase, luminescence, 10 µM | HeLa Hsp70 promoter luciferase reporter; scaled: vehicle 0, proteasome-inhibitor control 100% | activation, % at 10 µM | 0.04% of 200,000 active;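 active means activation above the mean across all tested compounds plus 3 SD, cutoff set per campaign, cut at about 5.5% in these data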;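 further: 100% = MG132 at 30 µM as the positive control and 0% = DMSO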
S1P3 antag – S1P3 receptor antagonists, primary screen, cell-based; Sphingosine 1-phosphate receptor 3 (Homo sapiens), Q99500; CHO S1P3 NFAT-BLA reporter, FRET fluorescence, antagonist mode; inhibition, % at 4.98 µM; 0.27% of 170,000 active; AID 485, 2006;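 active means inhibition above the plate cutoff, the mean inhibition of test wells on that plate plus 3 SD, cut at about 28% in these data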;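 further: cells challenged with S1P at its EC80 of 0.8 µM; blue over green emission ratio from cleaved BLA substrate after 4 h stimulation; 0% = S1P-stimulated wells and 100% = unstimulated DMSO-only wells; some compounds past the cut are filed as inactive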
Target sequence (Q99500 whole entry, looked up): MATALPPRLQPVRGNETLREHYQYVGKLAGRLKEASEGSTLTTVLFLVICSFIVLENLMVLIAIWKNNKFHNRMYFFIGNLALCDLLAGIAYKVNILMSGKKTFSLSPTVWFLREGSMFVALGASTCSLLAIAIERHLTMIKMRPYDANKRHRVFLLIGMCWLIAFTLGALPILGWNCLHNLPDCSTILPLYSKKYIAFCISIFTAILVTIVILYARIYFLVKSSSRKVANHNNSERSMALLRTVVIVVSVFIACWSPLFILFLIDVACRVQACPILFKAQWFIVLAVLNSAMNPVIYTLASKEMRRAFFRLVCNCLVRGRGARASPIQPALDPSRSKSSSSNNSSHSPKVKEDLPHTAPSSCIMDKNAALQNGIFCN
PMI act satM6P – human PMI activators, high substrate, primary screen, biochemical, fluorescence intensity, near-saturating mannose 6-phosphate; 0.34% of 190,000 active; coupled PMI enzyme assay, resazurin fluorescence, 20 min; stronger effect = higher value; 1 = untreated enzyme, 0 = substrate-free blank; activation factor at 20 µM; AID 1216, 2008; Mannose-6-phosphate isomerase (Homo sapiens), P34949;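 active means activation factor of 2 or more at 20 µM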
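Material: human phosphomannose isomerase with PGI, G6PDH, diaphorase coupling enzymes / Reagent: Man-6-P substrate 1.0 mM / Dosing: single compound dose of 20 µM, 1% DMSO final / Incubation: enzyme reaction with compound 20 min at room temperature / Signal: resorufin fluorescence (Ex 544/Em 590 nm) from resazurin via diaphorase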
TNAP inh no acc – human TNAP enzyme inhibitors, primary screen, biochemical, luminescent, no phosphate acceptor, uHTS; purified TNAP, CDP-star luminescence, 30 min; inhibition, % at 20 µM; 0.26% of 200,000 active;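 active means tissue-nonspecific alkaline phosphatase inhibition above about 50% at 20 µM in the single-dose screen, limit read from the data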;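 further: 0% = DMSO negative control and 100% = EDTA positive control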
Target sequence (P05186 whole entry, looked up): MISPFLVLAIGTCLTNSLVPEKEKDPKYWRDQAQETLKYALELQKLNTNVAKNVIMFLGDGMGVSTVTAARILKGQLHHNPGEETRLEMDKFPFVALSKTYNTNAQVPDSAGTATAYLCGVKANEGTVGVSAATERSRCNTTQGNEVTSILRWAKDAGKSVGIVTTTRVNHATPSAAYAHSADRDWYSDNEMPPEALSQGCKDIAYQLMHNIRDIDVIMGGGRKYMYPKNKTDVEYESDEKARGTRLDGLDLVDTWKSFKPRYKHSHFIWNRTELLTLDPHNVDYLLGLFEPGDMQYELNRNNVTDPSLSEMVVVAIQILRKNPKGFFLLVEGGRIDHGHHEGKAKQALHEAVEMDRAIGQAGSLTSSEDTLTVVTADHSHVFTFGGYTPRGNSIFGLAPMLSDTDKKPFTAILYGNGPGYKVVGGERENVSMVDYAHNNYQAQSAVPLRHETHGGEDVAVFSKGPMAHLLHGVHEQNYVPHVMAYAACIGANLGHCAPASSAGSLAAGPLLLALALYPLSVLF
PMI activator – activators of human PMI, primary screen, biochemical, fluorescence intensity, near-Km mannose 6-phosphate. activation factor at 20 µM. purified human PMI, coupled resazurin fluorescence, 20 min; stronger effect = higher value; 1 = vehicle control, 0 substrate-free wells. 0.005% of 190,000 active. AID 1214, 2008. Mannose-6-phosphate isomerase (Homo sapiens), P34949;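 active means activation factor of 2 or more at 20 µM, relative to plate controls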
Efa HMGR inh – inhibitors of E. faecalis class II HMGR, primary screen, biochemical, Enterococcus faecalis; HMG-CoA reductase (Enterococcus faecalis, mvaE); purified E. faecalis HMGR, NADPH absorbance 340 nm kinetic; inhibition, % at 10 µM; 0.41% of 190,000 active;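 active means inhibition above a set limit, the median over all tested compounds plus 3 SD, cut at about 9.5% in these data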;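 further: enzyme runs in reverse so mevalonate oxidation gives rising NADPH absorbance; 0% = complete reaction with DMSO and 100% = background rate lacking mevalonate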
L major viab – Leishmania major promastigote growth inhibition, primary screen; Leishmania major promastigotes, resazurin fluorescence viability; inhibition, % at 10 µM; 9% of 200,000 active; in the data active means inhibition above about 50%;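 further: promastigotes grown with compound for 44 hours at 28 °C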
RAM network inh – inhibitors of the yeast RAM network, primary screen, dse1pr::URA3 reporter, 5-FOA selection; inhibition, % at 50 µM; 1.8% of 190,000 active; AID 868, 2007; S. cerevisiae dse1pr::URA3 reporter, 5-FOA growth OD615, 2 d; analog-sensitive cbk1-as2 kinase mutant strain;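 active means inhibition above a set limit, 3 SD over mean compound inhibition, cut at about 8.4% in these data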;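 further: 0% = DMSO-only wells with no growth and 100% = 10 µM 1-NA-PP1 full growth; inhibition rescues growth on 5-FOA so higher OD means more RAM inhibition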
TNAP inh hi DEA – human TNAP enzyme inhibitors, primary screen, biochemical, luminescent, high phosphate acceptor level, uHTS. Alkaline phosphatase, tissue-nonspecific isozyme (Homo sapiens), P05186. purified TNAP, CDP-star luminescence, 1 M DEA. inhibition, % at 20 µM. 0.03% of 200,000 active;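 active means over 50% inhibition of tissue-nonspecific alkaline phosphatase at 20 µM in the single-dose screen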;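 further: plate controls were DMSO wells for no effect and EDTA-quenched wells as full inhibition for full effect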
DTT redox prof – compounds producing H2O2 with reducing agent – biochemical, NIH compound library profiling, artefact control for MLSCN library redox annotation, primary screen | DTT-dependent redox cycling H2O2, phenol red/HRP absorbance; 100% = 100 µM peroxide control, 0% = buffer | 0.03% of 200,000 active | AID 878, 2007 | activation, % at 10 µM;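 active means activation of at least 50% relative to the plate's high and low controls in the primary single-dose screen; inactive means activation below 50%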;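 further: compound incubated with DTT at 0.8 mM final as the reducing agent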
* hit, by the source's call; . = no result given.

SMILES	Hsp70 activator	S1P3 antag	PMI act satM6P	TNAP inh no acc	PMI activator	Efa HMGR inh	L major viab	RAM network inh	TNAP inh hi DEA	DTT redox prof
COc1ccc(C(=O)NNC(=O)CSc2nnc(C)n2CC2CCCO2)cc1 (stereo unspecified)	-0.2	5	0.9	-7	0.9	2	-7	-0.1	-1	-0.4
CCOC(=O)c1c(C)n(C)c2c(C)cc(O)c(OC(=O)CC)c12	0.0	-10	0.9	-18	1.1	1	-4	1.6	-9	0.1
CCCCCC(=O)Nc1ccc2oc(-c3cccnc3)nc2c1	0.1	-12	0.8	-11	0.8	1	3	3.6	-2	0.7
CCOc1ccccc1NC(=O)C1CCN(S(=O)(=O)c2c(C)nn(C)c2C)CC1	-0.3	-1	1	-10	-0.1	-2	-8	0.6	-3	-0.7
CCOCCCNCC(=O)NC1(C)C2CCC(C2)C1(C)C (stereo unspecified)	-0.5	.	1	-25	1	-7	-1	0.7	-4	0.2
O=C1[C@@H]2Cc3ccccc3CN2C(=O)N1c1cccc(F)c1	-0.1	-6	1	0	0.9	-2	2	-0.5	6	-3.3
CCN(CC)S(=O)(=O)c1ccc(NC(=O)c2cccc3c2C(=O)N(CCOC)C3)cc1	0.1	-16	1	-9	0.9	-3	0	8.0	1	1.0
COc1ccc2[nH]c(=O)c(CN(CCO)C(=O)c3cccs3)cc2c1	-0.4	.	1	-6	1	-1	0	2.7	3	1.0
COc1ccccc1N1CCSC1C(N)=O (stereo unspecified)	0.1	7	1	-10	1	-2	-3	1.4	-5	-0.3
COc1cc(/C=N/NC(=O)c2cccc([N+](=O)[O-])c2)ccc1O	-0.4	5	1	-11	1.1	2	5	2.9	-5	-0.7

The closing 2 compounds of the section above come first, to join the parts.
SMILES	Hsp70 activator	S1P3 antag	PMI act satM6P	TNAP inh no acc	PMI activator	Efa HMGR inh	L major viab	RAM network inh	TNAP inh hi DEA	DTT redox prof
COc1ccccc1N1CCSC1C(N)=O (stereo unspecified)	0.1	7	1	-10	1	-2	-3	1.4	-5	-0.3
COc1cc(/C=N/NC(=O)c2cccc([N+](=O)[O-])c2)ccc1O	-0.4	5	1	-11	1.1	2	5	2.9	-5	-0.7
CCOc1ccc(-c2nc(CSCC(=O)N3CCN(c4cccc(OC)c4)CC3)c(C)o2)cc1	-0.4	-36	0.8	-12	0.8	-1	5	2.0	-6	-0.7
Cc1ccc(N2CCN(S(=O)(=O)N3CCCCC3)CC2)cc1Cl	-0.2	-6	1	-4	1	0	76*	0.1	2	0.4
CCc1nnc(NC(=O)CCN2C(=O)CCC2=O)s1	-0.1	-29	1	-3	1	-1	-5	0.6	-3	-11
COCc1c(C)cc(C)c(/C=N/O)c1C	0.0	-2	1	-12	1	-8	-7	-1.5	-6	0.2
O=C(Nc1ccc([N+](=O)[O-])cc1)C1CC12CCC2 (stereo unspecified)	-0.3	9	1.1	-7	1.1	1	2	-0.1	-2	-1.3
CCOC(=O)c1c(C)c(C(=O)NC2CCCCC2)c(C)n1CC	-0.1	12	0.9	-18	0.9	-1	4	3.8	3	1.4
Cc1nc(NC(=O)c2ccc(F)cc2)nc2cc3c(cc12)OCO3	0.1	.	1	-14	1	-4	-2	1.7	-3	-3.9
O=C(CSc1nc2nc[nH]c2c(=O)[nH]1)NC1CCCCC1	0.2	4	1	-18	1	1	-4	3.0	-4	1.1
CCOc1ccc2c(C)nc(NC3=NC(C)(C)C=C(C)N3)nc2c1	-0.4	.	0.9	2	0.8	-4	101*	-0.1	3	1.0
O=C(Nc1ccccc1)c1csc(-c2ccccc2)n1	0.0	2	0.8	-9	0.9	4	-2	2.0	-2	0.2
Cc1ccc(-n2cccc2/C=C2\C(=N)N3N=C(C(C)C)SC3=NC2=O)cc1	-0.4	6	0.9	1	0.9	-4	-13	6.8	1	-0.6
CN(C)CCNC(=S)Nc1ccc(Cl)cc1	-0.4	.	0.9	-7	0.9	-5	-5	0.7	0	1.3
CC(C)Cn1c(CN2CCN(c3ccccc3F)CC2)nc2c1c(=O)[nH]c(=O)n2C	0.1	8	1.1	2	1.1	-1	-8	0.3	-4	-0.2
COc1ccc2c(Cl)c(C(=O)N/N=C/c3c(C)[nH]c4ccccc34)sc2c1	-0.2	9	0.8	-10	0.8	-6	100*	3.8	0	0.7
Cc1ccn2c(-c3csc(NCc4ccco4)n3)c(C)nc2c1	-0.1	24	0.5	-16	1	2	23	0.1	-3	-2.3
Cc1cccc(NC(=O)Nc2ccc(C)c(C)c2)n1	-0.1	.	0.9	-7	0.9	-3	-1	3.7	0	0.5
Cc1nnc(NC(=O)C2CCCN(S(=O)(=O)Cc3ccccc3)C2)s1 (stereo unspecified)	-0.3	.	1	-10	1	1	-1	0.3	-7	0.4
O=C(CCN1CCN(C(=O)c2ccco2)CC1)Nc1ccc(F)cc1	-0.2	-22	1	-14	1	-2	4	2.5	-3	1.1
Cc1nc2oc3c(NCc4ccccc4)ncnc3c2c2c1COC(C)(C)C2	-0.2	20	0.8	-3	0.8	-3	21	5.1	-1	-0.4
COC(=O)c1cc(OC)c(OC)cc1NC(=O)CCc1ccc(C)o1	-0.1	-3	0.9	-7	0.9	-3	0	1.6	-1	1.0
CCOC(=O)C(N)CSC1CC(=O)N(c2ccc(C(=O)OC)cc2)C1=O (stereo unspecified)	-0.3	-13	1.1	-11	1	1	-2	0.6	-6	0.1
COC(=O)CSC1=C(C#N)C(c2ccc(Cl)cc2)C(C(=O)OC)C(=O)N1 (stereo unspecified)	-0.1	-15	0.9	-14	0.9	-1	-1	2.0	-3	-0.9
O=C(Cc1ccccc1)Nc1ccccc1C(=O)Nc1ccccc1	-0.2	5	1	-2	0.9	2	65*	0.9	-3	-0.1
COCCCn1c(SCC(=O)N2CCCCC2C)nnc1-c1ccco1 (stereo unspecified)	-0.5	10	1	0	1.1	4	-5	0.5	-2	1.3
CCC(C)(C(=O)NC1CCCC1)N(CC1CCCO1)C(=O)c1ccc2c(c1)OCO2 (stereo unspecified)	-0.1	16	1	2	1.1	-6	1	0.3	-4	-0.1
CCN(CC)CCOC(=O)c1ccc(NC(=O)COc2cc(=O)n(CC)c3ccccc23)cc1	-0.3	1	0.8	-3	0.8	-2	-2	1.9	3	1.9
CC1=NN(c2ccccc2)C(=O)C1N=Nc1ccc(C)cc1 (stereo unspecified)	-0.4	-12	1	-6	1.1	-5	-1	4.8	0	-0.2
O=S(=O)(NCCSc1ccccn1)c1ccc(Cl)cc1	-0.2	2	0.9	-12	1	-2	-5	0.9	-6	-0.7
O=C(CSc1nc(-c2ccc(F)cc2)cs1)N1CCN(C(=O)c2ccco2)CC1	0.0	-10	0.9	-8	0.9	-4	-11	1.2	-7	-2.1
N#Cc1ccsc1NC(=O)CN(Cc1ccccc1)Cc1ccccc1	-0.4	-20	1	3	0.9	-5	9	2.3	-6	-0.7
Cc1cccc(OCC(=O)Nc2ccc3nc(C)sc3c2)c1	1.3	-7	1.1	-1	1.2	5	15	2.8	1	-2.3
CCOC(=O)c1c(NC(=O)CSc2nnc(-c3c[nH]c4ccccc34)n2CC)sc2c1CCCC2	0.6	-4	1	-8	0.9	-3	55*	5.0	-5	2.2
CCOc1ccc(-n2cc(C(=O)Nc3cccc(Cl)c3)c3cc(OC)c(OC)cc3c2=O)cc1	-0.5	.	1	6	0.8	-7	42	8.9*	-3	0.0
CCc1ccccc1OCC(=O)N(CC)CC(=O)NCc1ccc(F)cc1	-0.3	-9	0.9	-4	0.9	-2	-1	1.1	-4	0.2
COC(=O)c1ccc(C2CC(=O)NC3=C2C(=O)CCC3)cc1 (stereo unspecified)	-0.3	2	1.1	-7	1.1	-4	6	0.4	-1	1.6
CCc1cccc(N(CC(=O)NCc2ccc(F)cc2)C(=O)c2csnn2)c1	-0.2	-23	.	-11	.	-5	2	1.1	-2	-1.6
O=C(Nc1ccccc1N1CCCCC1)c1cccc([N+](=O)[O-])c1	-0.1	-20	0.9	-3	0.9	-1	10	2.7	1	-0.4
CCOC(=O)c1nn(-c2sc(C(=O)OC)c(C)c2C(=O)OC)cc1O	0.1	-18	0.9	-9	0.9	-7	-3	2.1	-4	-0.2
COc1ccc(C2(CNC(=O)CCC(=O)O)CCCC2)cc1	-0.5	4	1	-6	0.9	-1	-6	1.7	2	0.1
Cc1ccc(-c2nnc(Nc3ccccc3)c3ccccc23)cc1S(=O)(=O)NCC1CCCO1 (stereo unspecified)	-0.2	.	0.9	-7	0.9	2	80*	0.6	-5	5.0
CC(C(=O)N1CCC(C(N)=O)CC1)N(c1ccc(Oc2ccccc2)cc1)S(C)(=O)=O (stereo unspecified)	0.1	.	0.9	-14	0.9	-12	-13	0.8	2	0.1
Cc1ccc(N2CC(C(=O)Nc3ccccn3)CC2=O)cc1 (stereo unspecified)	0.1	-16	1	-13	1	2	-5	1.2	-8	3.0
Cc1cc(-c2ccco2)c(C#N)c2nc3ccccc3n12	-0.1	.	0.5	-2	0.6	2	33	4.6	-1	-0.5
Cc1ccccc1-n1c(SCC(=O)c2cc(C)n(C)c2C)nnc1-c1cccnc1	-0.6	.	1	-12	1	-5	42	1.9	-5	0.3
COc1ccc(CCNC(=O)C2CCCN(Cc3nc(-c4ccccc4C)oc3C)C2)cc1OC (stereo unspecified)	-0.2	-45	1	-6	1	-12	92*	-1.2	-2	-5.8
Cc1csc(NC(=O)c2c(-c3c(Cl)cccc3Cl)noc2C)n1	-0.2	.	0.9	-3	0.9	-3	26	2.9	-4	0.2
O=C(CCN1C(=O)c2ccccc2C1=O)Nc1ccc(-c2nc3ccccc3o2)cc1	1.2	-12	0.9	-8	0.9	1	-10	5.4	0	2.5
COC(=O)c1ccccc1NC(=O)CSc1ccccn1	-0.1	-37	1	-15	1	-2	-4	3.7	-8	2.1
COC(=O)CN(C#N)c1nc(C)cc(C)n1	-0.1	1	1	0	0.9	-2	-6	0.1	2	0.0
CCOc1ccc(/C=N/NC(=O)CN2CCSCC2)cc1	0.0	5	1	-40	0.9	0	-6	0.5	0	0.3
CCN(CC)C(=S)SCC(=O)c1ccccc1	-0.2	.	0.9	27	0.9	-5	1	0.4	-7	2.1
COc1ccc(C2CC(=O)N(C)c3ccccc3S2)cc1OC (stereo unspecified)	0.2	-33	0.8	-1	1.1	3	2	0.4	0	-1.1
